Bioassay records (PubChem)
SRC1 TRFRET art = flags TR-FRET format artefacts in PPARgamma SRC-1 recruitment agonist screen; TR-FRET detection artefact counter-screen, emission ratio; hits give high values; TR-FRET ratio at 8 µM; 0.34% of 99,000 active; AID 1051; in the data active = TR-FRET ratio above about 2300; also: inactives centre near 1800; reference of the scale not given here
SRC3 TRFRET art = flags TR-FRET format artefacts in PPARgamma SRC-3 recruitment agonist screen. TR-FRET ratio at 8 µM. AID 1048. TR-FRET artefact counter-screen, PPARgamma/SRC-3 format; hits give high values. 0.39% of 99,000 active; in the data active = TR-FRET ratio above about 2000; also: inactives centre near 1600; reference of the scale not given here
Starred values were filed as active, the others as inactive. Not all compounds are listed, so the mix of outcomes need not match the whole.

SMILES	SRC1 TRFRET art	SRC3 TRFRET art
O=C1c2ccccc2NC(c2cn[nH]c2-c2ccc(Cl)cc2)N1O (stereo not drawn)	1913	1623
Cc1ccc(/C=C(\C#N)C(=O)Nc2cccc3ncccc23)o1	1797	1503
O=C(COc1ccc2ccccc2c1)NN1C(=O)c2ccccc2C1=O	1778	1616
COCCNC(=O)CSc1cc(=O)n(C)c2cc(Cl)ccc12	3701*	2886*
COc1ccc(C(=O)c2c(O)cc(-c3ccc(OC)cc3)oc2=O)cc1	2054	1637
Cn1/c(=N/NC(=O)c2ccccc2F)sc2ccccc21	1582	1588
CCCCC(=O)Nc1ccc(NC(=S)NC(=O)CCCCl)cc1OC	1843	1563
CCN1CCN(C(=S)Nc2cccc([N+](=O)[O-])c2)CC1	1726	1627
Cc1ccsc1/C=N/NC(=O)c1ccc([N+](=O)[O-])cc1	1909	1601
CCOC(=O)c1sc(NC(=O)Nc2ccccc2Cl)cc1C	1939	1607
CCCCOCCCNCC(=O)Nc1ccc(S(N)(=O)=O)cc1	1628	1474
O=C1COc2ccc(C(=O)COC(=O)Cc3ccccc3F)cc2N1	2020	1611

The final 3 entries of the part above are carried over, then new ones follow:
SMILES	SRC1 TRFRET art	SRC3 TRFRET art
CCOC(=O)c1sc(NC(=O)Nc2ccccc2Cl)cc1C	1939	1607
CCCCOCCCNCC(=O)Nc1ccc(S(N)(=O)=O)cc1	1628	1474
O=C1COc2ccc(C(=O)COC(=O)Cc3ccccc3F)cc2N1	2020	1611
O=C(CSc1nc2ccccc2n1CCc1ccccc1)N1CCOCC1	1887	1552
Cn1nc(-c2ccccc2)c(C(=O)NC(C(=O)O)c2ccccc2)c1Cl (stereo not drawn)	1808	1775
C[N+]1(C2CCC3CCC2C3O)CCCC1 (stereo not drawn)	1945	1506
C=CCNC(=O)C12CCC(C)(C(=O)C1Br)C2(C)C (stereo not drawn)	1817	1479
Nc1nc2n(n1)C(=O)CC(c1ccccc1[N+](=O)[O-])N2 (stereo not drawn)	1516	1493
O=C(Nc1ccc2oc(-c3ccncc3)nc2c1)c1ccccc1	1758	1328
O=C(C1=C(O)C(=O)N(Cc2cccnc2)C1c1ccccn1)c1cccs1 (stereo not drawn)	1873	1707
CCOC(=O)c1c(/N=C/N(C)C)sc(/C=N/Nc2ccccc2)c1-c1ccccc1	1860	1718
CC1(C)S[C@@H]2[C@H](NC(=O)Cc3ccccc3)C(=O)N2[C@H]1C(=O)O	1677	1455
O=c1cc(-c2ccccc2Cl)c2c([nH]1)CCC2	1587	1602
CNC(=O)N(O)C1N(c2ccccc2)C(=S)SC1(C)C (stereo not drawn)	1758	1491
COc1ccc(C/C(C)=N/NC(=O)c2cc(C)oc2C)cc1	1587	1608
CC(C)CN1CCN(Cc2cccn2-c2ccccn2)CC1CCO (stereo not drawn)	1878	1483
CCOC(=O)c1ccc(NC(=S)NCCCN2CCN(C3CCCCC3)CC2)cc1	1667	1661
O=C(Nc1ccc2c(c1)OCO2)c1ccc(S(=O)(=O)N2CCCC2)cc1	1379	1519
CCOC(=O)/C=C1\SCC(=O)N1CC(=O)NC(C)c1ccccc1 (stereo not drawn)	1622	1597
Cc1ccc(N2C(=O)NC(NC(=O)C(C)(C)C)(C(F)(F)F)C2=O)cc1C (stereo not drawn)	1732	1597
COc1ccc(-c2nn(-c3ccccc3)cc2CO)cc1OC	1948	1773
O=C(N/N=C/c1ccco1)c1cc(-c2cccs2)[nH]n1	1785	1548
Cc1ncc([N+](=O)[O-])n1CC(=O)NC(C)(C)C	1698	1434
C/C(=N\OC(=O)c1c(-c2ccccc2Cl)noc1C)c1ccncc1	1810	1345
CC(C)Cc1cc(C(=O)N2CCN(c3ccc(F)cc3)CC2)no1	1781	1716
COc1ccc(OC)c(NC2=C(Cl)C(=O)N(Cc3ccccc3)C2=O)c1	1800	1649
CN1CCc2c(sc(NC(=O)c3ccc(S(=O)(=O)N4CCOCC4)cc3)c2C(N)=O)C1	1833	1546

4 entries drawn at random from those above, as already listed:
SMILES	SRC1 TRFRET art	SRC3 TRFRET art
COc1ccc(OC)c(NC2=C(Cl)C(=O)N(Cc3ccccc3)C2=O)c1	1800	1649
O=C(N/N=C/c1ccco1)c1cc(-c2cccs2)[nH]n1	1785	1548
O=C(Nc1ccc2c(c1)OCO2)c1ccc(S(=O)(=O)N2CCCC2)cc1	1379	1519
Cc1ncc([N+](=O)[O-])n1CC(=O)NC(C)(C)C	1698	1434

(next part)
SMILES	SRC1 TRFRET art	SRC3 TRFRET art
Cn1cc(/C=C/c2nc3ccccc3c(=O)n2-c2cccc([N+](=O)[O-])c2)c2ccccc21	1956	1635
COc1cc(/C=N/O)ccc1OCc1ccc([N+](=O)[O-])cc1	1848	1597
CC(Oc1cccc(Cl)c1)c1ccnc2nc(/N=C/N(C)C)nn12 (stereo not drawn)	1779	1367
O=C(CC1S/C(=N/N=C/c2cccs2)NC1=O)Nc1ccccc1F (stereo not drawn)	1819	1605
CN(Cc1ccccc1)CC(O)COc1ccc(CNCCc2cccnc2)cc1 (stereo not drawn)	1880	1617
COc1ccc(OC)c(S(=O)(=O)N2C(C)CCCC2C)c1 (stereo not drawn)	1926	1447
CCn1ncc(C(=O)Nc2cccc(Cl)c2)c1C	1867	1535
COc1cccc(/C=N/NC(=O)CCn2c3ccccc3c3ccccc32)c1	1605	1592
Cc1ccccc1NC(=S)NC(=O)c1cncc(Br)c1	1794	1560
COCCn1c(=O)sc2ccccc2c1=O	1845	1823
COc1ccc(S(=O)(=O)Nc2ccncc2)c(C)c1C	1859	1345
COc1cc(NC(=S)NC(=O)c2ccco2)ccc1NC(=O)C(C)C	2051	1543
CN(C)C(=N)c1n[nH]nc1SCc1ccc(Cl)c(Cl)c1	1792	1567
CC(=C\c1ccccc1)/C=C1/SC(=S)N(C(C(=O)O)C(C)C)C1=O (stereo not drawn)	1750	1707
Cc1ccc(-c2nnn(CC(=O)N(c3ccc4c(c3)OCCO4)C(C(=O)NCC3CCCO3)c3ccc(F)cc3)n2)o1 (stereo not drawn)	1563	1544
COc1cccc(C2CC(c3ccccc3Cl)n3ncnc3N2)c1 (stereo not drawn)	1794	1523
Cc1[nH]n(-c2ccccc2)c(=O)c1/C=N/c1nn[nH]n1	2008	1734
Cc1ccc(S(=O)(=O)N(C)C)cc1NC(=O)COC(=O)/C(=C/c1ccc(F)cc1)c1cccs1	1572	1318
CCCCSc1nc(C)c(CC(=O)OC)c(=O)[nH]1	1823	1386
CCCCC(=O)Nc1ccc(C(=O)Nc2ccc(S(=O)(=O)Nc3ccc(C)cc3)cc2)cc1	1480	1526
CCOC(=O)C1(Cc2cccc(F)c2)CCN(C2CCOCC2)CC1	1852	1718
CCOC(=O)C[N+](C)(C)CCOC1CC2CCC1(C)C2(C)C (stereo not drawn)	1766	1683
Cc1ccccc1NC(=O)CSc1n[nH]c(-c2ccco2)n1	1888	1799
CCCc1cc2c(=O)c(-c3ccc4c(c3)OCCO4)coc2cc1OS(C)(=O)=O	1699	1727
CC(=C/c1ccc(C(C)C)cc1)/C=N/NC(=O)CSc1ccccn1	1939	1661
CN(C)S(=O)(=O)c1ccc(Cl)c(NC(=O)CSc2nc3c(cc2C#N)C(=O)CC(C)(C)C3)c1	1698	1674
Cc1ccc(C(=O)NC(=C(Cl)Cl)S(=O)(=O)c2ccc(Cl)cc2)cc1	1952	1865
Cc1cc(C)cc(NC(=O)CSc2nnc(Cn3c(=O)sc4ccccc43)n2C)c1	1799	1624
O=C(CN1C2=NCCN2c2ccccc21)c1cccs1	1787	1534
O=c1oc2ccccc2cc1-c1csc(Nc2nc3c(F)cccc3s2)n1	1671	1473
Cc1ccc(CSc2ccc3nnc(-c4ccccn4)n3n2)cc1	1737	1701
Cc1ccc(NC(=O)c2ccc3c(c2)nnn3C)cc1	1814	1619
Nc1nc(SCc2nc3sc4c(c3c(=O)[nH]2)CCCC4)n[nH]1	1686	1510
Cn1cc([N+](=O)[O-])c(C(=O)N/N=C/c2cc3c(cc2Br)OCO3)n1	1766	1480
Fc1ccc(NCc2nnc3n2CCCCC3)cc1	2113	1556
Cc1ccc(/C=N/NC(=O)c2ccoc2C)o1	1947	1581
CCn1c(COc2ccccc2C)nnc1SCc1nc2ccccc2c(=O)[nH]1	1678	1549
CC(Oc1ccccc1)C(=O)OCC(=O)N1CC(=O)Nc2ccccc21 (stereo not drawn)	1878	1566
CCOc1ccc(CN2CCN(Cc3cccn3-c3cccnc3)CC2CCO)cc1 (stereo not drawn)	1696	1563
COc1cccc(-c2nn(C)c3sc(C(=O)NCc4ccccn4)cc23)c1	1792	1440
Cc1ccc(C)c(/C=N/n2cc(-c3ccccc3)[nH]c2=S)c1	1705	1480
CC(C)C(=O)Nc1ccc2c(c1)C(=O)NC2=O	2033	1596
O=C(NCC(=O)N1CC(O)CC1C(=O)N1CC(O)CC1C(=O)OCc1ccccc1)OCc1ccccc1 (stereo not drawn)	1678	1902
O=C(Nc1cc(C(F)(F)F)ccc1Cl)c1ccc(NC(=O)C(F)(F)F)cc1	1793	1466
CCOC(=O)N1CCN(C(=O)c2ccc(OCC)cc2)CC1	1848	1553
COc1ccc(C(=O)COC(=O)CCN2C(=O)C3C4CCC(C4)C3C2=O)cc1 (stereo not drawn)	1914	1734
COc1ccc(Nc2nc(NCc3ccco3)nc(N/N=C/c3ccccc3F)n2)cc1	1751	1260
CC(=O)NC1C(Oc2ccc3c(C)cc(=O)oc3c2)OC(COC(C)=O)C(OC(C)=O)C1OC(C)=O (stereo not drawn)	1613	1356
Cc1ccc(-n2[nH]c(C)c(/C=N/NC(=O)c3ccc([N+](=O)[O-])cc3)c2=O)c(C)c1	1731	1559
Cc1cc2nnc(SCC(=O)N3CCCCC3)n2c(N)n1	1310	1531
O=C(CNC(=S)N(CCCN1CCOCC1)Cc1cccs1)NC1CC1	1636	1426
COC(=O)C(=NNc1c(C)n(C)n(-c2ccccc2)c1=O)C(=O)OC	1731	1649
Cc1cc(NC(=O)Cn2cnc3c(nnn3-c3ccc(C)c(Cl)c3)c2=O)no1	1788	1453
O=c1c(Cc2ccccc2)c(O)ccn1CCc1cnc[nH]1	1535	1379
COc1cccc([C@@H]2Oc3ccc(OC)cc3C(=O)[C@H]2O)c1	1906	1426
Cc1cc(Cl)c(OCCOCCN2CCCCC2)c(Br)c1	1641	1546
COc1ccc(/C=C/C(=O)OCC(=O)c2c(N)n(C)c(=O)n(C)c2=O)c(OC)c1	1744	1579
CCN1CCCC(OC(=O)c2cc(-c3ccc(C)cc3)nc3ccccc23)C1 (stereo not drawn)	1666	1350
O=C(Cn1c(NCCO)nc2ccccc21)c1ccccc1	1734	1492
CCN1CCN(C(=O)Nc2ccc(OC)cc2OC)CC1	1918	1616

Going on with the list.
SMILES	SRC1 TRFRET art	SRC3 TRFRET art
O=C(NNc1nc2c(F)cc(F)cc2s1)C1COc2ccccc2O1 (stereo not drawn)	2059	1641
CCOc1cc(/C=C/c2cc(C(F)(F)F)[nH]c(=O)n2)ccc1O	1847	1579
O=C(/C=C/c1ccc2c(c1)OCO2)c1ccc[nH]1	1696	1586
O=C(Cn1c(=O)c(=O)n(Cc2ccccc2)c2ccc(Cl)cc21)NCC1CCCO1 (stereo not drawn)	1718	1424
CC(C)NC(=O)CCc1nnc(Cc2cccc(C(F)(F)F)c2)o1	1664	1662
CCOC(=O)C1(Cc2cccc(OC)c2)CCCN(C(=O)CCc2cccnc2)C1 (stereo not drawn)	1900	1599
Cc1ccc(/C=C/C(=O)NCc2ccc3c(c2)OCO3)o1	1948	1906
O=C(CN(c1ccc2c(c1)OCCO2)S(=O)(=O)c1ccccc1)NCc1ccc(Cl)cc1	1866	1491
COc1ccc2oc(C(=O)OCC(=O)/C(C#N)=C(\C)N)c(C)c2c1	1652	1676
Cc1nn(Cc2ccc([N+](=O)[O-])cc2)c(=O)n1-c1ccccc1Cl	1753	1680
CC1CCN(C(=O)c2ccc(S(=O)(=O)Cc3cc(F)ccc3F)c([N+](=O)[O-])c2)CC1	1533	1528
COc1cc(OC)c(C(=O)NCc2cccnc2)cc1OC	1782	1664
CC(=O)N(C)c1ccc(NC(=S)NCC(C)C)cc1	1934	1706
Cc1cc(C)cc(NC(=S)/N=C(\N)Nc2nc(C)c3ccccc3n2)c1	1710	1510
COc1ccccc1NS(=O)(=O)c1cc(NC(=S)NCCN2CCOCC2)ccc1N1CCOCC1	1979	1465
O=C(Nc1ccc(F)cc1)c1cccnc1NCCc1ccccc1	1999	1714
Nn1c(Cc2cccc3ccccc23)nnc1SCCOc1ccc(Br)cc1	1692	1784
N#Cc1c(=O)c2nc(NCCCO)ncc2n2c(=O)c3ccccc3[nH]c12	1683	1820
C[C@@H]1NC(=O)c2cc([N+](=O)[O-])cc(I)c2OCC[C@@H](C(N)=O)NC(=O)[C@H](CCCCN)NC1=O	1470	1370
COc1ccc(Cl)cc1N/C(N)=N/c1nc(C)cc(=O)[nH]1	1794	1555
CCSC1=C(C#N)C2(CCCCC2)C2=C(CC(C)(C)CC2=O)N1	1779	1416
COc1ccc(C2(C)NC(=O)N(CC(=O)Nc3ccc(S(=O)(=O)N4CCCC4)cc3)C2=O)cc1 (stereo not drawn)	2006	1559
CN(C)CCCSc1nc(-c2ccccc2)nc2c1CCC2	1610	1586

Full records from above:
Listed for Cc1ncc([N+](=O)[O-])n1CC(=O)NC(C)(C)C → SRC1 TRFRET art = 1698; SRC3 TRFRET art = 1434
Listed for O=C1c2ccccc2NC(c2cn[nH]c2-c2ccc(Cl)cc2)N1O (stereo not drawn) → SRC1 TRFRET art = 1913; SRC3 TRFRET art = 1623
Listed for CC(Oc1ccccc1)C(=O)OCC(=O)N1CC(=O)Nc2ccccc21 (stereo not drawn) → SRC1 TRFRET art = 1878; SRC3 TRFRET art = 1566
